High-throughput results: PubChem BioAssay, several laboratories
PMI activator: increases human mannose-6-phosphate isomerase activity; P34949; purified human PMI, coupled resazurin fluorescence, 20 min; stronger effect = higher value; 1 = vehicle control, 0 substrate-free wells; activation factor at 20 µM; 190,000 compounds, 0.005% hits;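 active = activation factor of 2 or more at 20 µM, relative to plate controls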
Target sequence (P34949 whole entry, looked up): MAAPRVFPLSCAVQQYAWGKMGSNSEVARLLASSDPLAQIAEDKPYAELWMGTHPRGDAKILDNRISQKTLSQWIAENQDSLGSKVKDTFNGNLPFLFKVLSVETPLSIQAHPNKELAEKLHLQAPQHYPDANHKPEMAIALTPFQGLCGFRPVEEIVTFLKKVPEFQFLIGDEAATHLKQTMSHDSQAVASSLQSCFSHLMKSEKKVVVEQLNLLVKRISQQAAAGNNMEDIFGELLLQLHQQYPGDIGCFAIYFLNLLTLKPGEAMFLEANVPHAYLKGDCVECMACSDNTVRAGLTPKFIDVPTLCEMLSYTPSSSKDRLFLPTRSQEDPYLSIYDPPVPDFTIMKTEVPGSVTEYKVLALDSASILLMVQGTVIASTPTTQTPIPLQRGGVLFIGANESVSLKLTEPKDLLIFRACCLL
DTT redox prof: compounds producing H2O2 with reducing agent – biochemical, NIH compound library profiling, artefact control for MLSCN library redox annotation, primary screen. DTT-dependent redox cycling H2O2, phenol red/HRP absorbance; 100% = 100 µM peroxide control, 0% = buffer. activation, % at 10 µM. 200,000 compounds, 0.03% hits;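 active = activation of at least 50% relative to the plate's high and low controls in the primary single-dose screen; inactive = activation below 50%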;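 also: compound incubated with DTT at 0.8 mM final as the reducing agent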
RAM network inh: blocks the yeast RAM network | S. cerevisiae dse1pr::URA3 reporter, 5-FOA growth OD615, 2 d; analog-sensitive cbk1-as2 kinase mutant strain | inhibition, % at 50 µM | 190,000 compounds, 1.8% hits;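 active = inhibition above a set limit, 3 SD over mean compound inhibition, cut at about 8.4% in these data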;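 also: 0% = DMSO-only wells with no growth and 100% = 10 µM 1-NA-PP1 full growth; inhibition rescues growth on 5-FOA so higher OD means more RAM inhibition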
Diaph act CS: counter-screen for diaphorase-based assays: diaphorase activators and chemical reducers; Diaphorase/resazurin coupled assay, resorufin fluorescence, 16 min; stronger effect = higher value; 1 = vehicle wells, 0 = NADH-free wells; activation factor at 20 µM; 190,000 compounds, 0.005% hits; AID 1229;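 active = diaphorase activity raised at least twofold by the compound at 20 µM; inactive = activation factor below 2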
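Material: bacterial diaphorase enzyme (C. kluyveri); amount: enzyme 0.07 U/mL final; reagent: NADH substrate 0.114 mM plus resazurin dye 0.1 mM, final; doses: single compound dose of 20 µM, 1% DMSO final; timing: 16 min enzyme reaction, ambient temperature; measured by: fluorescence of resorufin, 544 nm excitation, 590 nm emission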
G6PDH CS: L. mesenteroides G6PDH inhibition counter-screen | 200,000 compounds, 0.12% hits | AID 1020 | Purified L. mesenteroides G6PDH, diaphorase/resazurin coupled fluorescence, 45 min | inhibition, % at 5 µM
PMI act satM6P: increases human PMI activity with near-saturating mannose 6-phosphate; coupled PMI enzyme assay, resazurin fluorescence, 20 min; stronger effect = higher value; 1 = untreated enzyme, 0 = substrate-free blank; activation factor at 20 µM; 190,000 compounds, 0.34% hits; AID 1216;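 active = activation factor of 2 or more at 20 µM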
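Test system – human PMI in coupled enzyme assay · Timing – 20 min incubation at room temperature · Detection – Diaphorase-driven resazurin-to-resorufin fluorescence, excitation 544, emission 590 nm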
Diaph inh CS: inhibits diaphorase or chemically oxidizes, flagging diaphorase assay artifacts; diaphorase resazurin-to-resorufin fluorescence, NADH, 16 min; bacterial (C. kluyveri) enzyme, not human; inhibition, % at 20 µM; 190,000 compounds, 0.69% hits; AID 1217;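 active = primary screen inhibition at 20 µM above a set limit, cut at about 50% in these data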;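 also: plate controls were DMSO with full reaction for no effect and wells lacking NADH for full effect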
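Benchmarks: positive control wells lacking NADH, neutral wells with DMSO only. System: bacterial diaphorase enzyme (C. kluyveri). Input: 0.14 U/mL diaphorase, enzyme working solution. Detection: resorufin fluorescence, excitation 544 nm, emission 590 nm. Times: 16-min room-temperature incubation before reading.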
TLR4-MyD88 BLA: blocks binding of human TLR4 to MyD88; HeLa CL3-4 TLR4/MyD88 BLA complementation, FRET ratio; inhibition, % at 8.4 µM; 200,000 compounds, 0.18% hits; in the data active = inhibition above about 25%;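 also: 0% = vehicle and 100% = reference inhibitor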
Hsp70 activator: Hsp70 transcriptional activation, primary screen. HeLa Hsp70 promoter luciferase reporter, luminescence; scaled: vehicle 0, proteasome-inhibitor control 100%. activation, % at 10 µM. 200,000 compounds, 0.04% hits;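 active = activation above the mean across all tested compounds plus 3 SD, cutoff set per campaign, cut at about 5.5% in these data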;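 also: 100% = MG132 at 30 µM as the positive control and 0% = DMSO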
S1P3 antagonist: antagonists of human S1P3 receptor; inhibition, % at 4.98 µM; CHO S1P3 NFAT-BLA reporter, FRET fluorescence, antagonist mode; 170,000 compounds, 0.27% hits; AID 485; Q99500;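 active = inhibition above the plate cutoff, the mean inhibition of test wells on that plate plus 3 SD, cut at about 28% in these data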;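 also: cells challenged with S1P at its EC80 of 0.8 µM; blue over green emission ratio from cleaved BLA substrate after 4 h stimulation; 0% = S1P-stimulated wells and 100% = unstimulated DMSO-only wells; some compounds past the cut are filed as inactive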
Target sequence (Q99500 whole entry, looked up): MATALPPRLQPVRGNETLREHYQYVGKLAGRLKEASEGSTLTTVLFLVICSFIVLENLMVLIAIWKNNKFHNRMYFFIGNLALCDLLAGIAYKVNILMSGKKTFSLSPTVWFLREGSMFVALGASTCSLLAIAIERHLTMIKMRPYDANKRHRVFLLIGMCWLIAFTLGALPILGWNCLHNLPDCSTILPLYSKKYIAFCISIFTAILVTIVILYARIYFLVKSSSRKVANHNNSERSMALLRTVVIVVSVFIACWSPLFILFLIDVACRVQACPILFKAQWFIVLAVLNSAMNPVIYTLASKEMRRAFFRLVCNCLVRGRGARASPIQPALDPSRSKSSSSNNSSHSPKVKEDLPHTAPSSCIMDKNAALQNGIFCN
Lmaj promast: inhibitors of Leishmania major promastigote growth. Leishmania major promastigotes, resazurin fluorescence viability. inhibition, % at 10 µM. 200,000 compounds, 9% hits;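 also: promastigotes grown with compound for 44 hours at 28 °C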
The depositor's hits bear a star; . = not tested or not shown. Rule as the data show it, unless noted: active = inhibition above about 50%; inactive = the rest.

SMILES	PMI activator	DTT redox prof	RAM network inh	Diaph act CS	G6PDH CS	PMI act satM6P	Diaph inh CS	TLR4-MyD88 BLA	Hsp70 activator	S1P3 antagonist	Lmaj promast
CCOC(=O)c1c(NC(=O)CSc2nnnn2-c2ccccc2)sc2c1CCC(C)C2 (stereo unspecified)	0.8	0.2	3.6	0.8	-2	0.9	18	7	0.3	.	-6
CNC(=S)NC1CC2CCC(C1)N2Cc1ccccc1 (stereo unspecified)	1	-8.7	0.1	1	0	1.1	3	6	-0.2	.	86*
Cc1nc(NC(=O)CCC(=O)O)sc1C(=O)N(C)C	0.9	14	1.2	0.8	5	1	17	5	-0.2	-15	-5
CN(C)S(=O)(=O)c1ccc2c(c1)c(=O)c(C(=O)N1CCN(c3ccccn3)CC1)cn2C	1.1	0.3	1.4	0.9	8	1	6	7	-0.1	-10	-4
O=C(Nc1c(C(=O)N2CCCC2)cnn1-c1ccccc1)c1cccc(F)c1	0.9	0.6	1.0	0.7	3	0.9	26	3	-0.1	-6	-5
CCn1c(CCNC(=O)c2cccs2)nnc1SCC(=O)Nc1cccc(Cl)c1	.	2.9	1.0	.	.	.	.	2	0.0	.	22
Cc1cc(C)c(C(=O)Nc2cccc(F)c2)c(Cl)n1	1	2.4	0.6	0.9	7	1	12	-4	-0.3	-2	7
Clc1ccc(CNc2nc(CN3CCOCC3)nc3scc(-c4ccccc4)c23)cc1	0.8	0.3	0.7	0.8	1	0.8	17	-5	-0.1	-30	49
COC(=O)c1[nH]c2ccc(Br)cc2c1NC(=O)CN1CCCc2ccccc21	1.1	-4.0	4.2	0.8	2	1.6	18	4	0.0	.	17
CC(C)(C)C1CCc2nc(NC(=O)Cc3cn4ccsc4n3)sc2C1 (stereo unspecified)	0.9	-2.2	-1.8	0.9	-5	0.9	8	-17	-0.1	-2	20
O=S(=O)(NCc1cc(-c2ccccc2Cl)no1)c1ccc(Cl)cc1	0.9	1.8	1.4	0.8	3	1	19	7	-0.2	.	-1
COc1ccc(NC(=O)C(c2ccc(OC)cc2)N(C)C(=O)c2cnccn2)cc1 (stereo unspecified)	0.8	-2.2	-0.1	0.9	16	0.9	12	14	-0.1	.	-3
O=C(/C=C/c1ccccc1F)c1ccoc1	1	2.2	-1.2	0.9	-8	1	11	-10	-0.3	.	29
COc1ccc(S(=O)(=O)Cc2ccc(C(=O)NCc3ccc(F)cc3)o2)cc1	1.2	0.1	0.2	1.1	9	1.1	-14	1	0.0	-8	1
CCCc1cc(=O)[nH]c(SCC(=O)Nc2ccc(C)cc2)n1	1.1	0.4	8.5*	0.9	1	1	5	2	0.0	5	-3
O=c1[nH]cnc2c1sc1nc(-c3ccccc3)c3c(c12)CCCC3	1	0.9	3.0	1	21	1.1	4	11	-0.3	-13	7
O=c1c(-c2nnc(SCc3ccc(Cl)cc3)o2)cccn1Cc1ccccc1	0.9	1.2	6.5	0.9	5	1	10	5	0.0	.	9
CC(C(=O)N(C)C)N(C#N)c1nc(N(C)C)nc(N(C)C)n1 (stereo unspecified)	1	-0.4	-0.6	0.9	2	1	12	-4	1.3	.	-3
Cc1cc(C)c2[nH]c(=O)c(C(c3nnnn3Cc3ccc4c(c3)OCO4)N3CCC(C)CC3)cc2c1 (stereo unspecified)	1	1.7	0.0	0.8	2	0.9	18	1	0.0	-47	76*
COc1ccc(Cl)cc1-n1c(=S)sc2c(=O)[nH]c(SCC(=O)NCC3CCCO3)nc21 (stereo unspecified)	1.1	-1.2	6.4	0.9	4	1.1	11	-9	-0.5	.	-4
N#Cc1nc(-c2ccc(Cl)cc2)oc1NCCc1ccccn1	0.9	0.3	1.4	0.9	-25	0.9	14	-12	-0.2	.	13
Cn1nnnc1SCC(=O)NC1CCCc2ccccc21 (stereo unspecified)	1	-1.4	-1.1	0.9	5	1	12	-16	-0.2	-8	-3
O=C(CNS(=O)(=O)c1ccc2ccccc2c1)OCc1csc(-c2ccccc2)n1	1.1	-0.4	14*	0.8	-20	1	19	-7	-0.3	-6	10
COc1cc(C(=O)Nc2nnc(CC(C)C)s2)c([N+](=O)[O-])cc1OC	0.9	-1.0	5.5	0.9	6	0.6	14	-11	0.1	-13	-7
CNC(=O)c1[nH]cnc1C(=O)Nc1ccccn1	1	-0.1	-1.0	1.2	16	1	-20	-2	0.0	-11	0
(more compounds)
SMILES	PMI activator	DTT redox prof	RAM network inh	Diaph act CS	G6PDH CS	PMI act satM6P	Diaph inh CS	TLR4-MyD88 BLA	Hsp70 activator	S1P3 antagonist	Lmaj promast
CC1=C(C(=O)OC(C)C)C(c2cccs2)NC(=O)N1 (stereo unspecified)	1	-0.3	3.2	1	-5	1.1	4	-2	-0.1	-21	-5
COc1ccc(C(=O)C2CCCN(C(=O)c3cccs3)C2)cc1F (stereo unspecified)	1	0.1	1.0	1	6	1.1	1	-14	1.6	-10	-7
CCc1ccc(OC)c(S(=O)(=O)NCCOc2ccccc2)c1	0.9	-0.4	1.2	1	6	1	2	-12	-0.3	0	-7
Nc1nc(-c2ccccc2)c(N=Nc2ccccc2Cl)s1	0.9	3.0	9.2*	0.7	-18	0.9	25	-9	-0.1	1	0
Cc1ccccc1N1C(=O)C(Cl)=C(N2CCN(c3ccccc3)CC2)C1=O	0.7	0.0	1.2	0.7	0	0.8	32	3	0.0	38	9
COc1cc(/C=N/NC(=O)CCc2c(C)n[nH]c2C)cc(OC)c1OC	1	0.1	1.4	0.9	-2	1	10	-9	-0.3	.	-2
COc1ccc(-n2c(C)n[nH]c2=O)cc1OC	1	1.4	0.7	1	1	1	5	3	-0.4	.	-4
CCOC(=O)c1sc(N)nc1-c1ccccc1	0.9	-0.6	0.6	0.8	9	0.9	25	-6	0.1	-15	2
CCOC(=O)c1c(NC(=O)CSc2nnc(-c3cccc(C)c3)n2CC)sc(C(C)=O)c1C	1.1	0.7	6.2	0.7	4	0.9	27	-3	-0.3	.	-4
O=C(CC1CCCCC1)OCn1nnc2ccccc2c1=O	1	0.1	-0.8	0.9	4	1	10	13	-0.2	.	-2
Cc1[nH]c2ccccc2c1NC(=O)CN1CCN(Cc2ccc3c(c2)OCO3)CC1	1	2.4	0.0	0.8	4	1.3	18	7	-0.1	6	7
CCc1nc(C#N)c(N2CCCCC2)o1	1	-0.1	0.5	1	19	1	3	0	0.2	0	-6
C=CCCCCCCCCC(=O)NN	1	-0.2	0.5	0.8	-7	1	21	-1	-0.2	.	-3
Cc1cc(C)n2nc(C)c(Br)c2n1	1	5.2	0.7	1	0	0.9	0	6	-0.5	2	1
CCSc1nnc2n1C(C)(C)Cc1ccccc1-2	1	6.0	-0.9	1	20	1	3	-5	-0.3	.	33
Cn1c(=O)c2c(n(C)c1=O)=NC1(CCCCC1)N=2	1	-0.8	0.1	1	6	1.1	-4	-5	-0.2	-7	-9
CC(NS(=O)(=O)c1cccc(S(=O)(=O)c2ccccc2)c1)C(=O)O (stereo unspecified)	1.2	0.1	2.0	1	1	1.2	-1	-8	-0.2	-1	-4
CC1(C)C=C2[C@H]3CC[C@@H]4[C@@]5(C)CCC(=O)C(C)(C)[C@@H]5CC[C@@]4(C)[C@]3(C)CC[C@@]2(C(=O)O)CC1	1.4	1.1	0.4	1.1	9	1.2	-12	-11	-0.2	-2	25
CC(NC(=O)c1cccs1)c1n[nH]c(=S)n1C (stereo unspecified)	1.1	0.2	1.3	1	3	1.1	0	-7	-0.1	-1	-6
COc1ccc(S(=O)(=O)N(C)CC(=O)Nc2cccc(C(C)=O)c2)cc1C	0.9	0.1	-1.2	0.9	10	0.9	13	-16	-0.3	.	5
O=S(=O)(NC1=NCCC1)c1ccc(F)cc1	1	0.0	4.0	0.9	3	1	7	2	0.1	.	-5
CC(C(=O)NN)c1ccc([N+](=O)[O-])cc1 (stereo unspecified)	1.1	1.0	-0.6	0.9	7	1	6	5	0.0	-7	-1
COc1ccc(S(=O)(=O)NCC(=O)N(CC(=O)NC(C)(C)C)Cc2cccs2)cc1	-0.1	-0.2	4.3	0.9	4	1	11	-6	-0.5	-8	-5
O=C(CCN1CCN(c2ccccc2)CC1)NNC(=O)c1cccc2ccccc12	1	-0.3	0.8	1.1	3	1	-6	-6	-0.3	6	-7
Cc1ccsc1/C=C1\SC(=S)N(CC2CCCO2)C1=O (stereo unspecified)	1	0.4	2.1	0.9	5	1	8	11	-0.3	-11	-5

Record cards (already shown):
Listed for C=CCCCCCCCCC(=O)NN → PMI activator: 1; DTT redox prof: -0.2; RAM network inh: 0.5; Diaph act CS: 0.8; G6PDH CS: -7; PMI act satM6P: 1; Diaph inh CS: 21; TLR4-MyD88 BLA: -1; Hsp70 activator: -0.2; S1P3 antagonist: .; Lmaj promast: -3
Listed for Cc1ccccc1N1C(=O)C(Cl)=C(N2CCN(c3ccccc3)CC2)C1=O → PMI activator: 0.7; DTT redox prof: 0.0; RAM network inh: 1.2; Diaph act CS: 0.7; G6PDH CS: 0; PMI act satM6P: 0.8; Diaph inh CS: 32; TLR4-MyD88 BLA: 3; Hsp70 activator: 0.0; S1P3 antagonist: 38; Lmaj promast: 9

Continued.
SMILES	PMI activator	DTT redox prof	RAM network inh	Diaph act CS	G6PDH CS	PMI act satM6P	Diaph inh CS	TLR4-MyD88 BLA	Hsp70 activator	S1P3 antagonist	Lmaj promast
CC(C)CNS(=O)(=O)c1ccc(CCC(=O)Nc2ccc3c(c2)OCCO3)cc1	0.9	0.0	1.0	0.9	2	1	12	-3	-0.6	.	38
COc1ccc(CNC(=O)C/C(C)=N/NC(=O)COc2ccccc2)cc1	1	-0.1	1.7	0.9	12	0.9	12	6	-0.3	-8	-10
CCCn1c(SCC(=O)N2c3ccccc3CC2C)nnc1-c1ccco1 (stereo unspecified)	0.9	-0.1	3.3	0.9	4	1	13	-8	-0.2	.	0
O=C(c1cnc2sccn2c1=O)N1CCCc2ccccc21	1	.	.	0.9	-10	1	6	.	.	-15	.
COc1ccc2nc(NC(=O)C3CCCN(S(=O)(=O)c4cccs4)C3)sc2c1 (stereo unspecified)	0.8	-0.7	2.5	0.8	6	0.8	24	12	-0.2	23	50
O=C(Nc1nnc(-c2ccco2)o1)c1ccc(S(=O)(=O)N2CCOCC2)cc1	1.1	0.0	1.0	0.9	2	1	12	9	0.3	-1	3
O=C(CCc1ccccc1)Nc1ccc(NC(=O)C2CC2)nc1	0.9	-0.3	-0.9	0.9	8	0.9	14	-12	-0.2	-20	3
COc1cc(/C=C2\SC(c3ccccc3)=NC2=O)cc(Cl)c1O	0.6	-2.7	0.5	0.4	17	0.5	64*	-7	0.0	-21	31
